Menin-MLL TR inh: qHTS Assay for Inhibitors Targeting the Menin-MLL Interaction in MLL Related Leukemias: Competition With Texas Red Labeled MLL-derived Mutant Peptide; O00255; Menin + Texas Red MLL mutant peptide, fluorescence polarization; Potency, µM (highest dose often 61.6 µM), inactives show top-dose FP activity change, negative = inhibition, hits mostly inhibitors; 270,000 tested, 0.23% active; AID 1768, 2009; active means well fitted inhibition curve with a large enough effect in the polarisation, with a control signal flat, not every such curve was filed as active; inconclusive means small, poorly fitted or top-dose-only effect, or effect the other way, or a change in a side signal; inactive means no such curve, though single readings can be large or run the other way; the % refers to the polarisation; further: % of control where 0% means no effect; many of its hits are not listed in these tables
Target sequence (O00255 whole entry, looked up): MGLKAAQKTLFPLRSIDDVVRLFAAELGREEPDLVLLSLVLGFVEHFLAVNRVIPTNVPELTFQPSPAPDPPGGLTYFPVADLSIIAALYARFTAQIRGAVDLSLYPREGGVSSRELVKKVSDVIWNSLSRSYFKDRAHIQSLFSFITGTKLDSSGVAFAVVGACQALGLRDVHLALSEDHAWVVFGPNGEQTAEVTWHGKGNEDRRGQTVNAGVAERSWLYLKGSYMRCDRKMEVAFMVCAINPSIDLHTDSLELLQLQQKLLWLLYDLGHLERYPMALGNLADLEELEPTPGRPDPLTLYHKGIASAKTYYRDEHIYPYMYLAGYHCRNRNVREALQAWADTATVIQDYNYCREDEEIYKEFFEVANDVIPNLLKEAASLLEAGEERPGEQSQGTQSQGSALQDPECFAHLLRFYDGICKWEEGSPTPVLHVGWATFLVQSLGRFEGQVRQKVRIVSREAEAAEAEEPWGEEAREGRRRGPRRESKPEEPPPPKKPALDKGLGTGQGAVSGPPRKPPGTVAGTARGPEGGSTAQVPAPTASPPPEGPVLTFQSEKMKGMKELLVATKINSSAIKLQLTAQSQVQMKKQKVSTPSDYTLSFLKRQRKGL
RORg inh: qHTS for inhibitors of ROR gamma transcriptional activity | Nuclear receptor ROR-gamma (Mus musculus), P51450 | Drosophila S2 Gal4-RORgamma UAS-luciferase reporter, 20 h | Potency, µM (highest dose often 53.6 µM), without a hit: at the top dose activity change, negative = inhibition, hits mostly inhibitors | 310,000 tested, 5.4% active | AID 2551, 2010; further: on the % scale 0 is the no-effect control and ±100 the full control effect; nearly all actives have a fitted effect of over 60% in size
Target sequence (P51450 whole entry, looked up, the tested form may be a part): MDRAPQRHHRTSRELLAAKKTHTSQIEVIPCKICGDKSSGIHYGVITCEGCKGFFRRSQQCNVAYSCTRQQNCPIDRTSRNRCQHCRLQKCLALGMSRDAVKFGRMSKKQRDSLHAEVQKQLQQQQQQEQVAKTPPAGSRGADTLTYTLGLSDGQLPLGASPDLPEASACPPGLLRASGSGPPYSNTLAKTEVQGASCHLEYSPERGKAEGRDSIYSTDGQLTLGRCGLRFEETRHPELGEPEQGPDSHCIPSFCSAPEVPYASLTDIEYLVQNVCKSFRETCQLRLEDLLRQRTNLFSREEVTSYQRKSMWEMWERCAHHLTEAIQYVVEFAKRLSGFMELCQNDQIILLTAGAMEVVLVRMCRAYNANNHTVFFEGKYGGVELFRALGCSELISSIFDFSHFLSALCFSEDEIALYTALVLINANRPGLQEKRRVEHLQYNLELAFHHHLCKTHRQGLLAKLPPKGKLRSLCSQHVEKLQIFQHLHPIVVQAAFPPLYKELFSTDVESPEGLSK
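A Gal4/UAS one-hybrid system in insect cells: metallothionein-promoter Gal4–ROR gamma fusion plus Photinus luciferase reporter. Copper sulfate 700 uM final, 20 hr ambient incubation, luminescent detection after 10 min with reagent.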
Gal4-VP16 FLuc: VP16 counterscreen qHTS for inhibitors of ROR gamma transcriptional activity. 310,000 tested, 3.5% active. AID 2546, 2010. Drosophila S2 Gal4-VP16 UAS-luciferase, luminescence, 20 h. Potency, µM (titrated, usually from 53.6 µM), for the others: at the highest dose activity, negative = inhibition, most hits filed as inhibitors;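 further: Gal4-VP16 expression switched on by copper sulfate through the metallothionein promoter; on the % scale 0 is the no-effect control and ±100 the full control effect; nearly all actives have a fitted effect of over 50% in size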
* = called active by the depositor; ? = inconclusive; & = joins results of further samples; ! = a repeat was not active; [ ] = another dose, or the depositor's remark. Unless noted, the call rests on the fitted dose curve; in most records, active means well fitted curve in the direction sought with a large enough effect; inconclusive means small, poorly fitted or top-dose-only effect, or another doubt; inactive means no such curve, though single readings can be large; an effect the other way counts as inactive or inconclusive. Potency means the concentration at half of the fitted maximal effect. The list is partial. The share of hits here may be higher or lower than overall.

SMILES	Menin-MLL TR inh	RORg inh	Gal4-VP16 FLuc
COc1ccc2[nH]cc(CCNc3ncncc3-c3cccnc3)c2c1	13.1%	3.1%	-1.5%
COc1cc(OC)c2c(=O)c(-c3ccccc3)coc2c1	-16.4%	18.5%	-8.1%
COC(=O)[C@H](Cc1ccccc1)NC(=O)O[C@@H]1C(=O)c2ccc(OC)cc2O[C@H]1c1cccc(C(F)(F)F)c1	-11.9%	-10.7%	-5.6%
CN(C)c1ccc(-c2nccc(NCc3ccccc3)n2)cc1	0.5%	-7.3%	-9.6%
C=C(C)C1CCC(C)C(OC(C)=O)C1 (centres undefined)	11.7%	-2.2%	1.3%
O=C1[C@H]2[C@H]3[C@H](O)[C@H](O)C/C(=N/OCc4ccccc4)[C@@H]3CC[C@@H]2C(=O)N1Cc1ccc2c(c1)OCO2	-15.9%[11.7 µM]	-1.1%[10 µM]	-2.3%[10 µM]
C#CCCCO/N=C1/C[C@@H](O)[C@@H](O)[C@@H]2[C@@H]3C(=O)N(Cc4ccccc4)C(=O)[C@H]3CC[C@@H]12	0.5%[11.7 µM]	-8.6%[10 µM]	-2.6%[10 µM]
O=c1cc(-c2ccc(O)cc2)oc2c([C@H]3O[C@@H](CO)[C@@H](O)[C@@H](O)[C@@H]3O)c(O)cc(O)c12	-3.9%[24.8 µM]	12.6%[16.9 µM]	-1.2%[17 µM]
Cc1cc(N(C)C)nc(Cl)n1	2.9%	-4.3%	-3.0%
CC(=O)OCC(=O)[C@@]12OC3(CCCC3)OC1CC1C3CCC4=CC(=O)C=C[C@@]4(C)[C@]3(F)C(O)C[C@]12C (some centres undefined)	4.5%	3.55µM*	-11.4%
Nc1nc(NCC2CCC(CNS(=O)(=O)c3cccc4ccccc34)CC2)nc2ccccc12 (centres undefined)	3.0%&21.0%	?	?
COc1ccc2c(c1)C(c1ccccc1OC)CC(=O)O2 (centres undefined)	33.1%[activator][94.6 µM]	4.2%	-0.2%
C[C@@H]1C[C@H]2[C@H]3C[C@@H](F)C4=CC(=O)C=C[C@]4(C)[C@@]3(Cl)[C@@H](O)C[C@@]2(C)[C@@H]1C(=O)COC(=O)C(C)(C)C	8.9%[24.8 µM]	-15.9%[16.9 µM]	-12.1%[17 µM]
COc1cccc(-c2ccc3ncnc(NCCNC(C)=O)c3c2)c1	-21.5%	20.8%	-11.8%
Cc1cccc(CNc2cc(-c3c(C)noc3C)ncn2)c1	-2.2%	-37.9%	-5.2%
O=C(c1csnn1)N1CCC[C@@]2(CCN(Cc3ccccc3)C2)C1	-2.5%	12.2%	-13.3%
FC(F)(F)c1cc(CN2CCCC3(CCNCC3)C2)cc(C(F)(F)F)c1	?	15.3%	2.9%
COc1ccc(-c2nc3cnc(N4CCN(C)CC4)nc3n(Cc3ccc(F)cc3)c2=O)cc1	-0.7%	-15.9%	0.8%
COCCn1c(=O)c(-c2ccc(F)cc2)nc2cnc(Nc3cccc(OC)c3)nc21	17.8%	0.8%	-15.5%
CCOC(OCC)OCC	-9.7%	?	-9.1%
NCCC[C@@H](CC(=O)N[C@@H]1CCCC[C@H]1C(=O)N[C@H](CC(=O)N[C@@H](CCC(=O)O)CC(=O)O)Cc1ccccc1)NC(=O)C[C@H](Cc1ccccc1)NC(=O)[C@@H]1CNCC[C@H]1N	-6.4%	0.9%	-0.9%
CNc1ncnc2c1ncn2[C@@H]1O[C@H](CO)[C@@H](O)[C@@H]1O	-1.5%[24.8 µM]	13.0%[16.9 µM]	11.8%[17 µM]
CCCCCCCCCCCCC/C=C/C(O)C(COP(=O)(O)OCCN)NC(=O)CCCCCCCCCCCCCCCCC (centres undefined)	8.6%	-12.7%	-3.2%
CC(=O)OC[C@@]1(O)C[C@@]23CC[C@@H]4c5ccoc5CC[C@@]4(C)[C@@H]2CCC1C3	-7.9%	?	1.9%
COc1ccccc1[C@@H]1C(c2ccc(F)cc2)=NN(c2ccc(Br)cc2)[C@H]1C(=O)N1CCOC1=O	-18.4%	0.2%[40.7 µM]	3.2%[40.7 µM]
Cn1cc(-c2nc3cnc(N4CCNCC4)nc3n(CCc3ccccc3)c2=O)c2ccccc21	5.0%	-11.9%	?
CC1CCN(CCCC(=O)c2ccc(F)cc2)CC1	?	25.4%	0.9%
COc1ccc(O[C@H]2C=C[C@@H](c3ccccc3)O[C@H]2COC(=O)CC/C(C)=N\O[C@@H](C)c2cc(-c3c(C)cc(C)cc3C)no2)cc1	-1.4%[11.7 µM]	13.7%[10 µM]	2.8%[10 µM]
COC(=O)C1=C(C)[C@@H](O)[C@@H](C)[C@](C)(c2cc(OC)c(C)c(OC)c2COc2ccccc2)O1	-1.7%	-22.2%	7.9%
CC(C)NC(=O)N1CC[C@@]2(CCCN(C(=O)c3cccc(F)c3)C2)C1	3.2%	-3.6%	4.1%
CC(=O)OC[C@H]1O[C@@H](O/N=C2/[C@H]3O[C@@H]3[C@@H](O)[C@H]3[C@H]2CCn2c(=O)n(-c4ccccc4)c(=O)n23)[C@H](OC(C)=O)[C@@H](OC(C)=O)[C@@H]1OC(C)=O	-0.7%[11.7 µM]	8.2%[10 µM]	-0.5%[10 µM]
CCOC(=O)c1c[nH]c2cc(OCC(C)C)c(OCC(C)C)cc2c1=O	9.9%	0.0%	-19.4%
O=C1C(c2ccccn2)=[N+]([O-])c2ccccc21	-12.8%[24.8 µM]	-5.9%	-10.9%
COc1cc2c(cc1OC)C(c1ccc(N)cc1)=NNC(=O)C2	10.9%[24.8 µM]	2.5%	-3.4%
CCCCCCCCCCCCCC(=O)O[C@H](CC(=O)O)C[N+](C)(C)C	0.6%[24.8 µM]	16.9%	-22.5%
Cc1cccc(CNc2nc(-c3c(C)noc3C)nc3ccccc23)c1	27.6%	-6.0%	-22.2%
Cc1noc(C)c1C(=O)N1CCC2(CCCN(c3ncccn3)C2)CC1	1.8%	7.1%	3.6%
Nc1ncnc2c1nc(Cl)n2C1OC(CO)C(O)C1O (centres undefined)	-12.1%	-14.8%	-14.3%
COCCn1c(=O)c(C)nc2cnc(N3CCNCC3)nc21	6.0%	-1.9%	-19.2%
Clc1ccc2ncnc(NCc3ccc4c(c3)OCO4)c2c1	?	?	7.94µM*
Cc1nc2cnc(Nc3ccccc3)nc2n(CCC#N)c1=O	?	13.0%	3.3%
C[C@H]1OC(=O)CC[C@@H]2[C@]1(C)CCC1[C@@]2(C)CC[C@@]2(C)C3CC(C)(C)CC[C@]3(CO)CC[C@]12C (some centres undefined)	1.4%	-17.3%	5.9%
COc1ccc(COC(=O)N/N=C2/C[C@@H](O)[C@@H](O)[C@@H]3[C@@H]4C(=O)N(Cc5ccc6c(c5)OCO6)C(=O)[C@H]4CC[C@@H]23)cc1	3.9%[11.7 µM]	-0.9%[10 µM]	-7.5%[10 µM]
CCN(CC)CC1CCN(c2ncc3ncnc(Nc4ccc(F)c(Cl)c4)c3n2)CC1	-10.2%	-31.9%	-27.3%
c1nc2nc(Nc3ccc(N4CCOCC4)cc3)nc(NC3CCCCC3)c2[nH]1	?	-96.1%	?

Results in Gal4-VP16 FLuc and Menin-MLL TR inh, for six of the compounds above:
SMILES | Gal4-VP16 FLuc | Menin-MLL TR inh
CCCCCCCCCCCCC/C=C/C(O)C(COP(=O)(O)OCCN)NC(=O)CCCCCCCCCCCCCCCCC (centres undefined) | -3.2% | 8.6%
COC(=O)C1=C(C)[C@@H](O)[C@@H](C)[C@](C)(c2cc(OC)c(C)c(OC)c2COc2ccccc2)O1 | 7.9% | -1.7%
CN(C)c1ccc(-c2nccc(NCc3ccccc3)n2)cc1 | -9.6% | 0.5%
Cc1cccc(CNc2nc(-c3c(C)noc3C)nc3ccccc23)c1 | -22.2% | 27.6%
Clc1ccc2ncnc(NCc3ccc4c(c3)OCO4)c2c1 | 7.94µM* | ?
CCCCCCCCCCCCCC(=O)O[C@H](CC(=O)O)C[N+](C)(C)C | -22.5% | 0.6%[24.8 µM]

(further entries)
SMILES	Menin-MLL TR inh	RORg inh	Gal4-VP16 FLuc
C=CCOC(=O)C(C(=O)CC)C(NC(=O)OC)c1ccc(F)cc1 (centres undefined)	2.5%[11.7 µM]	9.7%[10 µM]	-6.9%[10 µM]
COCCn1c(=O)c(-c2ccccc2)nc2cnc(OC)nc21	4.5%	3.3%	0.9%
O=c1c(-c2ccccc2)nc2cnc(N3CCNCC3)nc2n1-c1ccccc1	29.4%	2.2%	-18.6%
C/C(CCN1CCCc2nc(C)c(C)cc21)=N\O[C@@H](C)c1cc(-c2c(C)cc(C)cc2C)no1	-12.4%[11.7 µM]	1.3%[10 µM]	1.5%[10 µM]
O=C1CC[C@@H](C(=O)N[C@@H](Cc2cnc[nH]2)C(=O)N[C@@H](Cc2c[nH]c3ccccc23)C(=O)N[C@@H](CO)C(=O)N[C@@H](Cc2ccc(O)cc2)C(=O)O)N1	10.0%	-13.1%	-5.0%
COc1c(-c2coc3cc4c(cc3c2=O)CC(O)C(C)(C)O4)ccc2c1C=CC(C)(C)O2 (centres undefined)	-3.4%	1.12µM*	-4.2%
C=C1CC[C@H](O)C/C1=C/C=C1\CCC[C@]2(C)[C@@H]([C@H](C)CCCC(C)(C)O)CC[C@@H]12	-2.7%&-16.8%	?	11.2µM*!
COc1ccc2c(c1)CCC1C2CC[C@@]2(C)C(O)CCC12 (some centres undefined)	-6.8%	-18.9%	-2.5%
O=C(c1csnn1)N1CCC2(CC1)CCN(c1ccccc1)CC2	2.4%	9.8%	2.5%
Cn1c(=O)c(-c2ccccc2)nc2cncnc21	-3.4%	-7.3%	7.5%
O=C(O)c1ccc2c(c1)OCO2	0.9%	0.6%	0.5%
C=C1c2ccccc2O[C@H](C(=O)OCC)[C@@H]1CCC(C)C (tested in a mixture with another compound)	-17.6%[94.6 µM]	?	-3.2%
COc1cccc(Cn2c(=O)c(-c3ccc(Cl)cc3)nc3cnc(N4CCOCC4)nc32)c1	13.7%	1.0%	-6.2%
Cc1cnc(CNc2cc(-c3ccccc3Cl)ncn2)cn1	-1.5%	21.3%	13.4%
COc1ccc2c(c1)[C@@]1(C)CCC[C@](C)(CO)C1CC2 (some centres undefined)	13.4%[24.8 µM]	-17.1%	-17.0%
O=S(=O)(c1ccccc1)N1CCC[C@@]2(CCN(Cc3ccccc3)C2)C1	-21.4%	2.6%	-13.1%
Cc1ccc(C(C)C)n1C(=O)OC(C)(C)C	-13.3%[11.7 µM]	-20.4%[10 µM]	5.4%[10 µM]
C1CNCCN1	10.7%	6.0%	-3.9%
CCN(C)C(=O)Oc1cccc([C@H](C)N(C)C)c1	8.5%	-9.8%	0.7%
C[C@H](NC(=O)CNC(=O)[C@@H](NC(=O)[C@H](Cc1ccccc1)NC(=O)CNC(=O)CNC(=O)[C@@H](N)Cc1ccccc1)[C@@H](C)O)C(=O)N[C@@H](CCCN=C(N)N)C(=O)N[C@@H](CCCCN)C(=O)N[C@@H](CO)C(=O)N[C@@H](C)C(=O)N[C@@H](CCCN=C(N)N)C(=O)N[C@@H](CCCCN)C(N)=O	-0.4%	18.7%	-10.0%
COc1ccc(O[C@H]2C=C[C@@H](c3ccccc3)O[C@H]2COC(=O)CC/C(C)=N\O[C@@H](C)c2cn([C@H](CO)Cc3ccccc3)nn2)cc1	-8.9%&-4.5%[11.7 µM]	-0.1%&-28.7%[10 µM]	-2.4%&5.6%[10 µM]
CC(C)CO/N=C1/C[C@@H](O)[C@@H](O)[C@@H]2[C@@H]3C(=O)N(C(C)(C)C)C(=O)[C@H]3CC[C@@H]12	-0.9%[11.7 µM]	-1.4%[10 µM]	-6.3%[10 µM]
COc1cccc(-c2nc(Nc3ccncc3)c3ccccc3n2)c1	?	?	?
CN(C)c1ccc(-c2nc(N(C)Cc3ccco3)c3ccccc3n2)cc1	-3.3%	-55.5%	0.1%
CN(C)C(=O)c1ccc(-c2nc(NC3CCNCC3)c3ccccc3n2)cc1	-5.2%	-4.6%	-0.9%
CC1(C)[C@@H]2CC[C@]1(C)[C@@H](OC(=O)CSC#N)C2	-3.7%	-2.5%[10 µM]	4.9%
CCOC(=O)CCN1C(=O)[C@H]2[C@H]3[C@H](O)[C@H](O)C/C(=N/NC(=O)OCc4ccc(OC)cc4)[C@H]3CC[C@@H]2C1=O	-0.2%[11.7 µM]	12.4%[10 µM]	0.1%[10 µM]
Cn1cccc1C(=O)N1CCC2(CCCN(Cc3ccncc3)C2)CC1	5.9%	1.4%	-5.8%
COCCNc1nc(-c2ccccc2Cl)nc2ccccc12	8.6%	38.8%	-13.8%

Fetched one by one from above, 2 records:
SMILES	Menin-MLL TR inh	RORg inh	Gal4-VP16 FLuc
O=C1CC[C@@H](C(=O)N[C@@H](Cc2cnc[nH]2)C(=O)N[C@@H](Cc2c[nH]c3ccccc23)C(=O)N[C@@H](CO)C(=O)N[C@@H](Cc2ccc(O)cc2)C(=O)O)N1	10.0%	-13.1%	-5.0%
C=C(C)C1CCC(C)C(OC(C)=O)C1 (centres undefined)	11.7%	-2.2%	1.3%
